TbREL1 primary: TbREL1 inhibition, primary screen; AID 1117264; inhibition, % at 9.66 µM; 0.49% of 89,000 active; TbREL1 RNA ligation, FRET fluorescence; P86926;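 active = inhibition above the mean inhibition across all screened compounds plus 3 SD, cut at about 11% in these data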;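 note: 0% = plate median of test wells and 100% = NSC42067 control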
Target sequence (P86926 whole entry, looked up): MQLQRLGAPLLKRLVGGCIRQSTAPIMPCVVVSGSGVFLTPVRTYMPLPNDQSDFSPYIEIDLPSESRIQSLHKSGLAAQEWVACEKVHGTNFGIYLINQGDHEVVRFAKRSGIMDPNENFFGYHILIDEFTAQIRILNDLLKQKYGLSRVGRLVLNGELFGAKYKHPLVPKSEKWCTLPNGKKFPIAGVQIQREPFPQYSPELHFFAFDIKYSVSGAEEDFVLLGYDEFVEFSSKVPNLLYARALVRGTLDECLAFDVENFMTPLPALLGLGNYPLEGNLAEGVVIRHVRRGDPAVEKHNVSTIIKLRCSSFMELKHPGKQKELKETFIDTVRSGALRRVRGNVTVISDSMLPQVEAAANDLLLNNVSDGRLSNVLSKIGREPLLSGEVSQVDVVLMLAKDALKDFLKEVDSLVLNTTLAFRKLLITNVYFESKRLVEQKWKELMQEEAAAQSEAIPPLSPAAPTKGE
Numbers without * were called inactive. Some of the compounds tested; count on the stated rates, not on these rows.

Molecule,TbREL1 primary
CCOC(=O)C1=C(COC(=O)c2ccccc2OC(F)F)NC(=O)NC1C (stereo not drawn),4
CCOC(=O)[C@@]12CCCC=C1N(CCc1ccc(Cl)cc1)C(=O)[C@H]2CC(=O)N1CCCCC1,-5
Cc1ccc(OCC(=O)Nc2cc(Cl)ccc2-n2cncn2)c(C)c1,5
CCCOc1ccc(C(C)=O)cc1CC(C(N)=O)C(N)=O,-3
Cc1ccc(C)c(NC(=O)CSc2nnc(C3CCCCC3)o2)c1,1
Cc1nn(CCC#N)c(NC(=O)c2ccccc2)c1P(=O)(Nc1ccc(Br)cc1)N1CCOCC1 (stereo not drawn),-2
Cc1ccc(CSc2nnc(SCC(=O)NN=Cc3cc(Br)ccc3F)s2)cc1,-3
Cc1ccc(NC(=O)N2N=C(c3ccc(F)cc3)CC2c2ccc(F)cc2)cc1 (stereo not drawn),3
COc1ccc(S(=O)(=O)N2CCCCCC2)cc1C(=O)NC1(C)CCS(=O)(=O)C1 (stereo not drawn),-3
CN1CCN(C(c2ccc(Br)cc2)c2cc(Cl)c3cccnc3c2O)CC1 (stereo not drawn),-4
Cc1cc2oc(=O)cc(CSc3nc(N)cc(N)n3)c2cc1C,-1
CCOC(=O)c1cnn(CCOC(=O)c2ccccc2F)c1NC(=O)c1ccccc1F,-1
Cc1c(C(=O)NC(=S)Nc2ccc(NC(=O)c3cccs3)cc2)cccc1[N+](=O)[O-],-2
O=c1cc[nH]c2ccc(Cl)cc12,2
Nn1c(Nc2ccc(Cl)cc2)nncc1=O,0
COc1ccc(-c2ccc(OC)c([C@H]3[C@@H]4C=CCC[C@@]4(C)C(=O)N3Cc3ccccc3)c2)cc1OC,-1
CC(=O)Nc1cccc(C(=O)OC2CCOC2=O)c1 (stereo not drawn),1
COc1ccc(-c2cn[nH]c2C)cc1,-1
O=S(=O)(c1ccc2c(c1)OCCO2)N1C[C@@H]2C[C@H]1CN2S(=O)(=O)c1c(F)cccc1F,-1
CC(CNC(=O)c1ccc(N)cc1)NC(=O)c1ccc(N)cc1 (stereo not drawn),-1
O=c1n(Cc2ccccc2)c2cc(Cl)cnc2n1Cc1ccccc1,-1
CCOc1cc(C(=O)Nc2cc(C)ccn2)cc(OCC)c1OCC,5
Cc1cnc(C(=O)OCC(=O)c2cc(C)n(C)c2C)cn1,1
CC(C)N(CCNC(=O)c1cn(C)c2ccc(S(=O)(=O)N(C)C)cc2c1=O)Cc1ccccc1,1
CCOc1ccc(-c2nnc(-c3ccco3)o2)cc1OCC,0
CCCN(CC(=O)Nc1cc(C)on1)CC(=O)Nc1ccc(F)c(F)c1F,0
O=C(O)c1cc(-c2ccc(Cl)s2)[nH]n1,2
COc1cc(OC)cc(-c2nnc(SCC(=O)Nc3ccc(C(=O)O)cc3)s2)c1,1
COc1cc(C=Nn2c(-c3ccc(F)cc3)n[nH]c2=S)ccc1OCc1ccccc1,-1
Cc1ccc(C)c(/C(O)=C2/C(=O)C(=O)N(CCN3CCOCC3)C2c2ccco2)c1 (stereo not drawn),8
Cc1ccc(N(Cc2cc3ccccc3[nH]c2=O)S(C)(=O)=O)cc1,0
CC1(C)Oc2ccc(C(=O)N3CCc4ccccc43)cc2N(CC(=O)N2CCCC2)C1=O,1
O=C(c1cccs1)n1nc(-c2cccnc2)nc1NCc1ccco1,0
Cc1nc2ccc(NC3=NCCCCC3)cc2s1,-1
Cc1c(NC(=S)NC(NC(=O)CC(C)C)C(Cl)(Cl)Cl)c(=O)n(-c2ccccc2)n1C (stereo not drawn),0
CN(CC(=O)O)S(=O)(=O)c1ccc(F)cc1,-1
Cc1ccc(-n2c(C)cc(/C=N/NC(=O)c3ccc(CN4CCOCC4)cc3)c2C)cc1,4
CCC(C)c1ccccc1NC(=O)Cc1coc2cc3c(cc12)CCC3 (stereo not drawn),-1
Cc1ccccc1CNC(=O)C1CCC(=O)N(CC2CCCCC2)C1 (stereo not drawn),2
O=S(=O)(Nc1nnc(-c2ccccc2)s1)c1ccc(Cl)cc1,1
CSc1nc(-c2ccccc2)nn1C(=O)c1ccc(C)cc1,1
COc1ccc(Cn2c(CCC(=O)Nc3ccccc3)nc3cccnc32)cc1,-1
CC(CN(C)Cc1ccccc1)OC(=O)C1COc2ccccc2O1 (stereo not drawn),0
COc1cc(C(=O)Nc2cnc(NC(=O)C(C)C)cc2C)cc(OC)c1OC,0
CC(=O)Nc1ccc(NC(=S)Nc2ccccc2)cc1,1
Cn1c2ccccc2c2nnc(SCC(=O)Nc3ccccc3F)nc21,7
CCS(=O)(=O)CCSc1nc2ccccc2o1,0
CC1Cc2ccccc2N1S(=O)(=O)c1cccc(C(=O)N2CCCCC2)c1 (stereo not drawn),2

Structures above with a COOH group:
Molecule,TbREL1 primary
O=C(O)c1cc(-c2ccc(Cl)s2)[nH]n1,2
COc1cc(OC)cc(-c2nnc(SCC(=O)Nc3ccc(C(=O)O)cc3)s2)c1,1
CN(CC(=O)O)S(=O)(=O)c1ccc(F)cc1,-1

(continued)
Molecule,TbREL1 primary
COc1ccc(C)cc1NC(=O)C1CC(=O)N(Cc2ccco2)C1 (stereo not drawn),-1
O=C(Oc1ccc2ccccc2c1)c1ccco1,9
CCc1cccc(NC(=O)C2CCCN(S(=O)(=O)c3ccc4[nH]c(=O)ccc4c3)C2)c1 (stereo not drawn),-2
O=C(CSc1ccc2c(c1)OCCO2)NCc1ccco1,0
COc1ccccc1NS(=O)(=O)N(C)C,0
CCOC(=O)c1c(C)[nH]c(C(=O)OCC(=O)N2CCc3ccccc32)c1C,-2
COc1cccc(/C=N/NC(=O)C[n+]2ccccc2)c1OC,-1
COc1ccc(-c2nnc(SCc3cccc(C)c3)n2N)cc1,8
COc1ccc(S(=O)(=O)N2CCCCC2)cc1NC(=O)c1cnc(C)cn1,2
CN(CC1CCCN(CCc2ccc(Cl)cc2)C1)C(=O)c1ccco1 (stereo not drawn),0
Cc1c(C(=O)N2CCc3ccccc3C2)oc2ccccc12,4
COC(=O)c1ccc(Cn2cc(C(F)(F)F)ccc2=O)cc1,1
CCC(=O)N1CCN(c2ccc(NC(=O)COc3cccc(C)c3C)cc2)CC1,0
CC(=O)Nc1cccc(NC(=O)CN2c3cccc4cccc(c34)S2(=O)=O)c1,1
Cc1ccc(S(=O)(=O)N2CCN(C(=O)COC(=O)CNC(=O)c3ccc(Cl)cc3Cl)CC2)c(C)c1,-8
CC(C)C(NC(=O)c1ccccc1NC(=O)c1ccco1)C(=O)NNC(=O)c1ccncc1 (stereo not drawn),2

An excerpt from above in order of their number in TbREL1 primary, ascending.
Molecule,TbREL1 primary
CN(CC(=O)O)S(=O)(=O)c1ccc(F)cc1,-1
CC(=O)Nc1cccc(C(=O)OC2CCOC2=O)c1 (stereo not drawn),1
O=C(O)c1cc(-c2ccc(Cl)s2)[nH]n1,2

Further entries follow.
Molecule,TbREL1 primary
CCOc1ccccc1OCCCC(=O)N1CCN(S(=O)(=O)c2ccc(C)cc2)CC1,1
CCc1nnc(NC(=O)CSc2nnc(-c3cccnc3)n2C)s1,1
CCn1c(=O)n(CC)c2cc(N3CCCC3)c(NC(=O)c3ccc(C)cc3)cc21,-7
CC1CN(C(=O)c2ccc(S(=O)(=O)Nc3cccc(C(F)(F)F)c3)cc2)CC(C)O1 (stereo not drawn),-2
CC(C)c1ccc(NC(=O)C2CCN(C(=O)[C@@H]3Cc4ccccc4CN3)CC2)cc1,4
Cc1cc(Br)ccc1OCC(=O)N1CCCCCC1,-2
Cc1ccc(CNC(=S)NCc2ccncc2)cc1,-4
COC(=O)c1[nH]c2cc(C)ccc2c1NC(=O)CN1CCN(c2ccccc2OC)CC1,-4
COc1cccc(-c2sc3ccccc3c2-c2ccc(OCCN3CCCC3)cc2)c1,0
Cc1ccnc2nc(C(=O)Nc3ccc(S(=O)(=O)N4CCCC4)cc3)nn12,0
COc1ccc(OC)c(CN2CCN(C(=O)c3cccc(S(=O)(=O)Nc4ccc(F)cc4)c3)CC2)c1,-3
CC(C)C(NC(=O)C1CCCCC1)C(=O)Nc1ccc2c(c1)OCCO2 (stereo not drawn),5
COc1cc(OC)cc(-c2c(C#Cc3ccsc3)c3cc(-c4ccc(SC)cc4)ccc3n2C)c1,5
Cc1ccc(N2C(=O)C3ON(c4ccccc4)C(c4ccncc4)C3C2=O)cc1 (stereo not drawn),-3
COc1ccc(NC(C)=O)cc1S(=O)(=O)NC(C)c1ccc(-n2ccnc2)cc1 (stereo not drawn),6
COc1ccc(-c2sc3cc(OC)ccc3c2-c2ccc(OCCN3CCOCC3)cc2)cc1,4
CN(C)CCCN(C(=O)c1ccc(S(=O)(=O)N(C)Cc2ccccc2)cc1)c1nc2c(F)cccc2s1,9
COc1ccc(CCN2CC34C=CC(O3)C(C(=O)NCc3ccccc3Cl)C4C2=O)cc1OC (stereo not drawn),-3
CC1=NC(Nc2nc(C)c3ccccc3n2)=NC(C)(C)C1,-3
Cc1ccc(NC(=O)COC(=O)C(NS(=O)(=O)c2ccc(Cl)cc2)C(C)O)c(Br)c1 (stereo not drawn),-1
O=C(CSc1ccc(Br)cc1)Nc1ccccc1Oc1ccccc1,0
CCC(C)CCN1CCN=C1N(C)C (stereo not drawn),0
CC(C)C(NC(=O)c1ccccc1)c1nnc(SCC(=O)NC2CCCC2)n1C (stereo not drawn),0
O=C(Nc1ccccc1-c1ccccc1)NC1CC2CCCC(C1)N2Cc1ccc(F)cc1 (stereo not drawn),4
CCOC(=O)Cn1c(=NC(=O)CN2C(=O)CCC2=O)sc2cc(S(N)(=O)=O)ccc21,0
COc1cc2ccccc2cc1C(=O)N1CCc2ccccc21,2
NC1=NC[C@H](c2ccccc2)N1CCCCC1CCCCC1,11
COCCCn1c(C)nnc1SCC(=O)NNC(=O)COc1ccc(Cl)cc1,-3
Cc1cccc(NC(=O)N2CCCCCC2)c1C,1
Cc1c(/C=C/C(=O)c2ccccc2)cnn1C,3
Oc1ccc(CNc2ccccc2Br)c2cccnc12,14*
Cc1cc(C)n(C(=O)N(c2ccccc2)c2ccccc2)n1,4
O=P(c1ccccc1)(c1ccccc1)c1ccc(O)cc1,-3
Cc1ccc(OCC(O)CNS(=O)(=O)c2ccccc2C(=O)O)cc1 (stereo not drawn),2
COC(=O)C(C)N(C#N)c1nc(NC(C)C)nc(SC)n1 (stereo not drawn),0
Cc1n[nH]c(C)c1CCN(C)C(=O)C1CCC(=O)N(CC2CCCCC2)C1 (stereo not drawn),-3
CCOc1ccc(CCNC(=O)CN(C)S(=O)(=O)c2ccc3c(c2)CCC(=O)N3)cc1OCC,-2
Cc1csc(C(C)N(C)C(=O)c2ccc(OC3CCN(Cc4ccccn4)CC3)cc2)n1 (stereo not drawn),-5
CCc1nnc(NC(=O)c2ccc(COc3ccc(C)cc3)o2)s1,1
Cc1ccc(C(=O)NCCC(=O)N2CCCC2)cc1,4
CCOc1ccccc1N1CCN(C(=O)c2cc(S(=O)(=O)N3CCCCC3)ccc2C)CC1,-5
O=c1[nH]c(-[n+]2ccccc2)c(/C=N/N=C(\[O-])c2ccccc2)s1,-1
CCCC1=[N+](CC(C)=O)CCn2c(C)ccc21,-1
COc1ccc(NS(=O)(=O)c2cccc(-c3nnc(-c4ccccc4)o3)c2)cc1,4
CCCc1nnc(NC(=O)c2ccc(S(=O)(=O)N(C)c3ccccc3OC)cc2)s1,-3
Cc1cc(S(=O)(=O)NCc2ccco2)c(C)s1,-1
CCCCCCC1CC(CSC(=N)N)OC1=O (stereo not drawn),3
CC1CCCCC1NC(=O)c1cc(S(=O)(=O)N2CCCCC2)ccc1N1CCOCC1 (stereo not drawn),-1
O=C(Oc1cccnc1)c1ccc(Cl)cc1,1
NC(=O)c1sc(=S)n(-c2ccc(Br)cc2)c1N,1
COc1ccc(C(=O)COC(=O)c2cnc(C)cn2)cc1OC,-1
COc1cccc(CNC(=O)C2CCCN(c3nc4ccccc4o3)C2)c1OC (stereo not drawn),1
O=C(COC(=O)CNC(=O)c1ccccc1)Nc1cccc(Br)c1,6
COc1ccc(/C=N/NC(=O)c2c([N+](=O)[O-])c(C)nn2C)cc1,-2
COc1ccc2c(CC(=O)Nc3nnc(C4CC4)s3)coc2c1,0
O=C(NCc1nnc2c(C(F)(F)F)cc(Cl)cn12)c1ccc(Br)o1,0

(listing goes on)
Molecule,TbREL1 primary
CCC(=O)NC(=S)Nc1ccccc1C(=O)NC1CCCCC1,3
COc1cc(NC(=O)CN(c2ccc(C)cc2)S(=O)(=O)c2c(C)noc2C)cc(OC)c1,-1
O=C(Nc1ccc(O)c2c(=O)cc(-c3ccccc3Cl)oc12)c1cccc(Cl)c1,2
C=C[C@@H]1c2ccccc2N(S(=O)(=O)c2ccc(C)cc2)[C@H](c2ccccc2C(F)(F)F)C1(C#N)C#N,7
CC1(C)CC(=O)C2=C(C1)Nc1ccccc1NC2,1
CCOC(=O)[C@]12CCC=C1N(CCC1=CCCCC1)C(=O)[C@H](CC(=O)N1CCCC1)C2,1
CCOC(=O)C1CCN(CC(=O)Nc2c(C(=O)OC)[nH]c3ccccc23)CC1,5
Oc1csc(Cc2nc(-c3ccc4ccccc4c3)cs2)n1,-1
COCCNCc1nc2sc(C)c(-c3ccccc3)c2c(=O)[nH]1,2
COc1ccc(/C(C)=N/NS(=O)(=O)c2cc(C)ccc2C)c(OC)c1,6
CCC(C)NC(=O)COC(=O)c1cccnc1Nc1ccccc1F (stereo not drawn),6

A draw from above in order of molar mass, lowest first:
Molecule,TbREL1 primary
CC1(C)CC(=O)C2=C(C1)Nc1ccccc1NC2,1
COc1ccc(/C(C)=N/NS(=O)(=O)c2cc(C)ccc2C)c(OC)c1,6
CCOC(=O)C1CCN(CC(=O)Nc2c(C(=O)OC)[nH]c3ccccc23)CC1,5

Bioassay records: PubChem BioAssay, The Scripps Research Institute Molecular Screening Center
